From PubChem BioAssay
FEN1 inh: qHTS Assay for the Inhibitors of Human Flap endonuclease 1 (FEN1); P39748; Recombinant FEN1 flap cleavage, fluorescence, 15 min; Potency, µM (titrated, usually from 114 µM), for inactives: at the top dose activity change, negative = inhibition, most hits filed as inhibitors; hit rate 0.35% among 390,000; note: nearly all actives have a fitted effect of over 65% in size
Target sequence (P39748 whole entry, looked up): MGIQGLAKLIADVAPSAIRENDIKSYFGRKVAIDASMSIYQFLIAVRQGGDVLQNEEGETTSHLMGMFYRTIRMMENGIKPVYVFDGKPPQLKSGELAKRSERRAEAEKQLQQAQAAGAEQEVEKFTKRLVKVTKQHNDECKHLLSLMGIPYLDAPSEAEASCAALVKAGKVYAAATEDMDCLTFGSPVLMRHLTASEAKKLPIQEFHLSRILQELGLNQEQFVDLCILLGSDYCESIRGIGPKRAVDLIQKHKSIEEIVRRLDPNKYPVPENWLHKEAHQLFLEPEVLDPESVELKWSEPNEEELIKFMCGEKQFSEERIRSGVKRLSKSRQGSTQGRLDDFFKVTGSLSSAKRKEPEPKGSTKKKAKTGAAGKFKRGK
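Read-out was taken twice, immediately and after 15 min, following addition of 50 nM substrate to 10 nM FEN1 that had sat with test compound for 15 min at room temperature. Curves came from a four-parameter Hill model.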
N370S GC mod: qHTS Assay for Inhibitors and Activators of N370S glucocerebrosidase as a Potential Chaperone Treatment of Gaucher Disease; AID 2101, 2009; Potency, µM (doses to about 59.4 µM), for the others: top-dose activity change, negative = inhibition, usual class: inhibitors; N370S GC spleen homogenate, 4MU-glucoside fluorescence; Lysosomal acid glucosylceramidase (Homo sapiens), P04062; hit rate 0.092% among 330,000;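 note: 0% = full enzyme activity and -100% = no enzyme basal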
GCN5L2 inh: qHTS Assay for Inhibitors of GCN5L2. GCN5L2 HAT assay, ThioGlo1 CoA-SH fluorescence. Histone acetyltransferase KAT2A (Homo sapiens), Q92830. Potency, µM (titrated, usually from 58.9 µM), for inactives: top-dose activity change, negative = inhibition, actives largely listed as inhibitors. hit rate 0.21% among 390,000. AID 504327, 2011
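ThioGlo1-coupled HAT assay: 20nM GCN5L2, 70uM acetyl-CoA, 75uM H3(1-25) peptide, pH 7.5. Fluorescence read at 340/540nm at start and after 20 min at room temperature.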
Numbers without * were called inactive; ? = inconclusive; / = no result given; [ ] = dose if it differs, or a comment. Calls come from the whole dose curve; as a rule, active = well fitted curve in the direction sought with a large enough effect; inconclusive = small, poorly fitted or top-dose-only effect, or another doubt; inactive = no such curve, though single readings can be large; an effect the other way counts as inactive or inconclusive. Unless noted, % is set by controls: 0 for no effect and ±100 for the full control effect; potency is the fitted concentration of half-maximal effect.

Each structure is followed by: FEN1 inh | N370S GC mod | GCN5L2 inh
#1 CCCCc1nc(SCC(=O)N2CCOCC2)c2c(=O)n(C)c(=O)n(C)c2n1
    -17.7% | -3.7% | -1.3%
#2 COC(OC)C1Nc2ccccc2C(=O)N1c1ccc(F)cc1 (centres undefined)
    0.9% | -10.7% | -8.1%
#3 COCc1cc(C)c(C#N)c(=S)[nH]1
    -3.4% | -5.0% | -10.2%
#4 COc1ccc(N2CCN(S(=O)(=O)CCNC(=O)C(c3ccccc3)c3ccccc3)CC2)cc1
    2.1% | / | -9.4%
#5 O=C1NC(=S)N/C1=C/c1cc([N+](=O)[O-])ccc1O
    -3.0% | -8.7% | -5.5%[0.501 µM]
#6 CC(C(=O)OCC(=O)N1CCN(c2ccccc2)CC1)N1C(=O)c2ccccc2C1=O (centres undefined)
    17.2% | / | -2.5%
#7 COc1ccc(CCNC(=O)CCCOc2ccc(Cl)cc2)cc1OC
    -0.7% | 0.8% | -11.6%
#8 CNC(=S)N1N=C(c2ccc(C)cc2)CC1c1ccc(Cl)cc1 (centres undefined)
    -18.3% | 7.0% | -4.2%
#9 O=C(Nc1ccc(Cl)c([N+](=O)[O-])c1)c1ccncc1
    14.7% | -2.2% | -2.2%
#10 Cc1ccc(-c2nn(-c3ccccc3)cc2C2SCC(=O)N2Cc2ccccc2)o1 (centres undefined)
    -25.5% | 1.8% | -16.9%
#11 N#C/C(=C/c1ccc(O)c(O)c1)c1nc2ccccc2[nH]1
    ? | 11.1% | 5.8%
#12 COc1ccccc1-c1nnc2sc(-c3cc4ccccc4o3)nn12
    -4.0% | 0.7% | -9.4%
#13 COc1cc(C2C(C#N)=C(N)Oc3n[nH]c(-c4ccncc4)c32)cc(OC)c1OC (centres undefined)
    -0.2% | / | -4.6%
#14 CCCn1nc2cc(C(=O)NC3CCCc4ccccc43)ccc2c1OCC (centres undefined)
    -23.1% | 8.1% | 10µM*
#15 CCOC(=O)C1(Cc2ccc(Cl)cc2)CCN(C(=O)c2ccoc2)CC1
    12.5% | 4.1% | -9.8%

A section from further up, for reference:
Each structure is followed by: FEN1 inh | N370S GC mod | GCN5L2 inh
#1 CCCCc1nc(SCC(=O)N2CCOCC2)c2c(=O)n(C)c(=O)n(C)c2n1
    -17.7% | -3.7% | -1.3%
#2 COC(OC)C1Nc2ccccc2C(=O)N1c1ccc(F)cc1 (centres undefined)
    0.9% | -10.7% | -8.1%
#3 COCc1cc(C)c(C#N)c(=S)[nH]1
    -3.4% | -5.0% | -10.2%
#4 COc1ccc(N2CCN(S(=O)(=O)CCNC(=O)C(c3ccccc3)c3ccccc3)CC2)cc1
    2.1% | / | -9.4%

(continued)
Each structure is followed by: FEN1 inh | N370S GC mod | GCN5L2 inh
#16 CC(C)c1ccc(NC(=O)c2ccc(NC3=NC4CS(=O)(=O)CC4S3)cc2)cc1 (centres undefined)
    -4.9% | -4.3% | 12.3%
#17 Cc1csc(Sc2nc3c(c(=O)[nH]c(=O)n3C)n2CCCc2ccccc2)n1
    -4.4% | 9.9% | -2.8%
#18 COc1ccc(OC)c(NC(=O)CSc2ccc(-c3cccnc3)nn2)c1
    8.7% | 0.4% | -11.6%
#19 CCOC(=O)c1cnn2c(N)c(C#N)cnc12
    -12.7% | 5.6% | -2.1%
#20 O=C(O)c1ccc(CS(=O)(=O)Cc2ccccc2F)o1
    8.3% | -2.4% | -9.4%
#21 Nc1c(C(=O)N/N=C/c2cccnc2)oc2nc(-c3ccccc3)cc(-c3ccco3)c12
    -5.9% | 22.5% | -8.9%
#22 COc1ccc(C)cc1NC(=O)c1ccc(NC(=O)CC2SC(N3CCCC3)=NC2=O)cc1 (centres undefined)
    -2.0% | -2.0%[2.35 µM] | -5.2%
#23 CCOc1cc2sc(N3CCC(C(=O)Nc4ccc(CC)cc4)CC3)nc2cc1Br
    18.2% | / | -0.8%
#24 CCn1c(=O)n(-c2ccc3c(c2)OCO3)c2nc(-c3cc(OC)ccc3OC)nc(C(N)=O)c21
    -6.2% | / | -0.5%
#25 CCOC(=O)CSc1nc(C)c(CC)c(C)c1C(N)=O
    3.4% | 6.3% | 17.9%
#26 CCC(CC)NC(=O)CN1CCN(S(=O)(=O)c2ccc(Br)s2)CC1
    -4.6% | -9.2% | -4.5%
#27 Cc1ccc(S(=O)(=O)c2cn(Cc3ccccc3)c3cc(N4CCCC4)c(F)cc3c2=O)c(C)c1
    8.4% | / | -3.1%
#28 CCOc1ccc(S(=O)(=O)Nc2cc(F)ccc2F)c2cccnc12
    -0.8% | -7.7% | -5.1%
#29 Cc1ccc2c(c1)C1CN(C)CCC1N2S(=O)(=O)c1ccc(C#N)cc1 (centres undefined)
    -14.0% | / | -4.2%
#30 CCC(C(=O)N(C(C)C)C(C)C)c1ccccc1 (centres undefined)
    -1.2% | / | 3.1%

Three compounds from above, arranged by the value under N370S GC mod, falling.
cpd	structure	FEN1 inh	N370S GC mod	GCN5L2 inh
21	Nc1c(C(=O)N/N=C/c2cccnc2)oc2nc(-c3ccccc3)cc(-c3ccco3)c12	-5.9%	22.5%	-8.9%
19	CCOC(=O)c1cnn2c(N)c(C#N)cnc12	-12.7%	5.6%	-2.1%
16	CC(C)c1ccc(NC(=O)c2ccc(NC3=NC4CS(=O)(=O)CC4S3)cc2)cc1 (centres undefined)	-4.9%	-4.3%	12.3%

(continued)
Each structure is followed by: FEN1 inh | N370S GC mod | GCN5L2 inh
#31 O=Cc1ccc(O)c2ncccc12
    ? | ? | -3.3%
#32 C[C@@H](CN(C)C)CN1c2ccccc2Sc2ccccc21
    / | 1.8%[21.6 µM] | 0.0%[21.4 µM]
#33 CC(C)Oc1cccc(C(=O)Nc2ccc(CN3CCOCC3)cc2)c1
    7.3% | 1.6% | -0.7%
#34 COc1ccc2[nH]c3c(c2c1)CCN1C(=O)N([C@@H](C)C(=O)NCc2ccc(C)cc2)C(=O)[C@]31C
    19.3% | -7.0% | 1.8%
#35 CC(=O)C1=C(O)C(=O)N(Cc2ccccc2)C1c1ccc([N+](=O)[O-])cc1 (centres undefined)
    / | 2.4% | 1.5%
#36 Cc1ccc(S(=O)(=O)N2CCCC2)s1
    0.2% | 1.6% | -1.7%
#37 Cc1ccc(Cl)cc1N1CCN(CCCNc2ncnc3onc(-c4ccc(F)cc4)c23)CC1
    -11.6% | / | -26.9%
#38 Cc1cccc(C)c1NC(=S)N/N=C/c1c(Cl)cccc1Cl
    2.3% | -7.5% | -5.7%
#39 O=C(Nc1cc(S(=O)(=O)N2CCCCC2)ccc1O)c1ccccc1NS(=O)(=O)c1ccc(F)c(F)c1
    2.8% | -5.7% | -22.6%
#40 C#CCOCCOCCOCCNc1nc(N2CCN(C(=O)CCCCCCCCCCNC(=O)[C@H]([C@@H](C)CC)n3cc(CCCCN=C(N)N)nn3)CC2)nc(N2CCN(C(=O)CCCCCCCCCCNC(=O)[C@H](CCCN=C(N)N)n3cc(C[C@@H](C)CC)nn3)CC2)n1
    / | 8.91µM* | -13.9%
#41 O=C(N/N=C/C=C\c1ccccc1[N+](=O)[O-])c1ccncc1
    -6.9% | -3.3% | -4.4%
#42 CC(=O)c1cccc(NC(=O)C(C)OC(=O)/C=C/c2cccs2)c1 (centres undefined)
    -2.9% | -16.4% | 1.1%
#43 COc1cc(C(=O)N2c3ccccc3CCC2C)cc(OC)c1OC (centres undefined)
    3.6% | -12.9% | -2.8%
#44 Cc1ccc(-n2[nH]c(C)c(C=Nc3cc(C)ccn3)c2=O)cc1
    -11.6% | 1.4% | -5.2%
#45 Cc1cccc(OCC(=O)N2CCN(C(=O)c3ccc([N+](=O)[O-])cc3)CC2)c1
    1.1% | -18.9% | -4.2%
#46 CCOC(=O)C1CCN(CC(O)COc2ccc(C(=O)CC)cc2)CC1 (centres undefined)
    -3.1% | 0.6% | -21.5%
#47 CN(C)S(=O)(=O)c1cccc(NC(=O)COc2cccc(C#N)c2)c1
    4.3% | 0.4% | 0.1%
#48 O=C(CNC(=O)c1ccccc1)N=Nc1c(O)[nH]c2ccc(Br)cc12
    -2.7% | 6.4% | -5.5%
#49 CCOc1ccccc1NC(=O)CSc1nnc(CNC(=O)c2c(F)cccc2Cl)o1
    8.5% | 1.6% | -0.7%
#50 COC(=O)CC1Oc2ccc(C)cc2-n2cc(-c3ccc(C)cc3)nc21 (centres undefined)
    -8.1% | / | -3.4%
#51 CC(=O)N(Cc1ccccc1C)c1cccc(C)c1C
    3.5% | 4.1% | -2.5%
#52 Cc1cccc(NC(=S)NCCN(C2CCCCC2)C2CCCC2)c1
    10.7% | 2.9% | -9.4%
#53 Cc1cc(C(=O)Nc2cccnc2)on1
    -0.3% | -7.2% | 0.0%
#54 O=C(N/C(=C\c1cccnc1)C(=O)N1CCOCC1)c1cccc(Br)c1
    -6.0% | 1.0% | -6.2%
#55 CN(Cc1ccccc1Cl)C(=O)c1cnccc1C(F)(F)F
    2.0% | 6.1% | 0.1%
#56 N#CC(c1ccccc1)C1CCN(Cc2ccccc2)CC1 (centres undefined)
    -8.1% | -6.4% | -4.1%
#57 Cc1[nH]n(C(N)=S)c(=O)c1N=Nc1ccc2ccccc2c1
    -19.6% | / | 1.4%
#58 CCCc1cc(=O)n2[nH]c(NCc3ccc(Cl)cc3Cl)nc2n1
    -13.1% | 5.3% | 0.6%
#59 CCOc1ccc(NC(=O)CSc2nc3c([nH]c4ccccc43)c(=O)n2-c2cc(C)cc(C)c2)cc1
    1.6% | / | 0.2%
#60 Cc1ccc(CNC(=O)c2nnn(CC(=O)Nc3cc(C)ccc3C)c2N)cc1
    -2.1% | / | -9.4%
#61 Cc1nn(CCc2n[nH]c(=S)n2-c2cccc(Cl)c2)c(C)c1[N+](=O)[O-]
    2.6% | -6.0% | -2.8%
#62 O=C(O)CCCN(Cc1cccc(Br)c1)S(=O)(=O)c1ccc(Br)cc1
    -9.2% | 17.7% | -21.7%
#63 Cc1ccc2nc(C)cc(N3CCOCC3)c2c1
    2.4% | -1.0% | /
#64 COc1ccc2c(c1OC)C(=O)N1C2SC(C)(C)[C@H]1C(=O)NCC(C)C (some centres undefined)
    -11.5% | -12.4% | -17.4%
#65 NCCS(=O)(=O)NC1CCCCC1
    5.6% | ? | 6.9%
#66 CN1CCN(CC#CC2(O)CCCCC2)CC1
    -2.0% | 4.6% | -14.4%
#67 COc1cccc(/C=N/N2CCN(C)CC2)c1
    -4.4% | 2.7% | -2.9%
#68 CC(C)C(c1nnnn1CCc1ccccc1)N1CCOCC1 (centres undefined)
    17.4% | 6.1% | -0.3%
#69 COc1ccc(NC(=S)N2CCC(C(=O)c3ccc(OC)cc3)CC2)cc1
    1.4% | -7.1% | -2.0%
#70 COc1ccc(/C=N/NC(=O)c2ccccc2OCc2ccccc2)c(OC)c1
    -0.8% | ? | -9.5%
#71 Cc1ccccc1NC(=S)NCc1ccc2[nH]c3c(c2c1)CCCC3
    -19.3% | 6.9% | -4.5%
#72 Cc1cc(C)c2c(CC(=O)O)c(C)[nH]c2c1
    -0.6% | -15.1% | 0.3%
#73 O=C(CN1C(=O)COc2ccc(S(=O)(=O)N3CCCCCC3)cc21)NCCc1ccccc1
    3.1% | / | -3.3%
#74 O=C(CNC(=O)c1ccccc1F)NCCOc1ccccc1Cl
    0.5% | -2.7% | -1.0%
#75 O=C(Nc1ccncc1)c1c(F)c(F)c(F)c(F)c1F
    5.9% | -10.5% | -4.1%
#76 c1cc(C2CCN(Cc3nc(-c4ccc5c(c4)OCO5)no3)CC2)ccn1
    15.3% | -2.2% | -6.3%
#77 COc1ccc(C(=O)OC2CCN(c3ncc(C(F)(F)F)cc3Cl)CC2)cc1
    -18.3% | 23.6% | -8.5%
#78 Cc1ccc(NS(=O)(=O)c2c(C)nc3sc(C)c(C)n3c2=O)cc1F
    -8.3% | / | -7.4%
#79 CC(C(=O)Nc1cccc(C#N)c1)n1nc(-c2ccccc2)c2c(c1=O)CCCC2 (centres undefined)
    5.0% | / | -15.3%

In the list so far, 3 have a thiophene ring, fused or not.
Each structure is followed by: FEN1 inh | N370S GC mod | GCN5L2 inh
#26 CCC(CC)NC(=O)CN1CCN(S(=O)(=O)c2ccc(Br)s2)CC1
    -4.6% | -9.2% | -4.5%
#36 Cc1ccc(S(=O)(=O)N2CCCC2)s1
    0.2% | 1.6% | -1.7%
#42 CC(=O)c1cccc(NC(=O)C(C)OC(=O)/C=C/c2cccs2)c1 (centres undefined)
    -2.9% | -16.4% | 1.1%
